Bioassay records from PubChem.
HTT ATP protect: qHTS Multiplex Assay to Identify Dual Action Probes in a Cell Model of Huntington: Cytoprotection (ATP); PC12 HTT-Q103 induced, cytoprotection, ATP luminescence, 40 h; Potency, µM (titrated, usually from 56.4 µM), for inactives: cytoprotection (ATP increase), hits mostly activators; 0.14% of 230,000 active;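 also: potency is read from the fitted curve at half-maximal effect; % of control where 0% means no effect; nearly all actives have a fitted effect of over 45% in size; toxic huntingtin expression switched on by the ecdysone agonist tebufenozide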
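Rat PC12, Q103 Htt exon1-GFP fusion, ecdysone promoter; tebufenozide inducer 100 nM final; compound titration; qHTS, 1500 cells/well; ATPlite luminescent read.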
LMNA splice mod: qHTS Assay for Modulators of Lamin A Splicing; 0.01% of 200,000 active; Potency, µM (titrated, usually from 46.1 µM), for inactives: at the top dose ratio change, negative = inhibition, actives largely listed as inhibitors; HeLa LMNA splicing GFP/RFP minigene ratio, 48 h; active = well fitted inhibition curve with a large enough effect in the signal ratio, with a control signal flat, not every such curve was filed as active; inconclusive = small, poorly fitted or top-dose-only effect, or effect the other way, or a change in a side signal; the % refers to the signal ratio; also: potency is read from the fitted curve at half-maximal effect; % is scaled to controls: 0 for no effect and ±100 for the full control effect
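S3 HeLa cells stably expressing lamin A-EGFP splicing minigene plus DsRed2, 600 cells/well, 48 h compound exposure at 37C. Laser-scanning cytometry; analysed as GFP (500-530 nm)/RFP (575-640 nm) total intensity ratio; 0.5% DMSO vehicle.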
Luc counter: Counterscreen for Luciferase (Kinase-Glo TM) Inhibition; Kinase-Glo luciferase, ATP luminescence, 8 min; 0.28% of 200,000 active; Potency, µM (highest dose often 38.3 µM), for inactives: top-dose activity change, negative = inhibition, actives largely listed as inhibitors; also: potency is read from the fitted curve at half-maximal effect; % is scaled to controls: 0 for no effect and ±100 for the full control effect; nearly all actives have a fitted effect of over 60% in size
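Luminescence was the read-out, taken after 8-minute incubation at ambient temperature. Luciferase turned over luciferin with 10 uM ATP in imidazole pH 7.2 buffer containing KCl, MgCl2, Tween 20 and BSA.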
CBFb-RUNX1 inh: qHTS Assay for Compounds Blocking the Interaction Between CBF-beta and RUNX1 for the Treatment of Acute Myeloid Leukemia. Runt-related transcription factor 1 (Homo sapiens) + Core-binding factor subunit beta …. AlphaScreen CBFb-His/RUNX1-biotin binding, biochemical. Potency, µM (top dose mostly 59.8 µM), for the others: at the top dose activity, negative = inhibition, actives largely listed as inhibitors. 230,000 tested, under 10 active; also: % of control where 0% means no effect
Target sequence (Q01196 whole entry, looked up): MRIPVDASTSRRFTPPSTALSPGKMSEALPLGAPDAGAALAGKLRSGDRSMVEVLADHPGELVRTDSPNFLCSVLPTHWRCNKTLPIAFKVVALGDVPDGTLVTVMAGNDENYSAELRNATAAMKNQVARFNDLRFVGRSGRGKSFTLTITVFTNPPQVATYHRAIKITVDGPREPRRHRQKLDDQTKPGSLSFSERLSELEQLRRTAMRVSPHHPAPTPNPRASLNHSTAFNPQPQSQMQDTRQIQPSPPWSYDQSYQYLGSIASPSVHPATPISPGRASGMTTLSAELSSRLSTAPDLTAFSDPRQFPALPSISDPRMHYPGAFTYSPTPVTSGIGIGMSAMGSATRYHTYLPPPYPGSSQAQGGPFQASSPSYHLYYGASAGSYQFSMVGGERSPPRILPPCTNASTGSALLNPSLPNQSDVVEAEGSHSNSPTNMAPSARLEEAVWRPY
Target sequence (Q13951 whole entry, looked up): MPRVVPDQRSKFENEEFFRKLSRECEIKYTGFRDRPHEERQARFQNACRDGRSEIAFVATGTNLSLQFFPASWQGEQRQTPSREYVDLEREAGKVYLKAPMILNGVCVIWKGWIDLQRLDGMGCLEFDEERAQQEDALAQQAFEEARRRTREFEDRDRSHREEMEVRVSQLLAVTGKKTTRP
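AlphaScreen proximity signal reports loss of binding between His-tagged CBF-beta and biotin-labelled RUNX1, each at 30 nM. Proteins are pre-associated for 20 minutes, compounds added for 15 minutes, then beads for 90 minutes, all at ambient temperature.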
SMN2 splice up: qHTS Assay for Enhancers of SMN2 Splice Variant Expression; Potency, µM (series often up to 46.1 µM), without a hit: top-dose activity change, positive = activation, most hits filed as activators; 2.8% of 210,000 active; AID 1458, 2008; HEK293 SMN2-luciferase splicing reporter, luminescence, 30-36 h; also: potency is read from the fitted curve at half-maximal effect; % of control where 0% means no effect; nearly all actives have a fitted effect of over 55% in size
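HEK293 cells carry an SMN2 […]–luciferase reporter in which exon 7 inclusion puts luciferase in frame. Cells were plated 10-12 h before compound addition, then incubated 30-36 h at 37C. ONE-Glo luminescence was read; sodium butyrate at 4.5 mM final served as control.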
IMPase Li inh: qHTS Assay for Identifying the Cell-Membrane Permeable IMPase Inhibitors: Potentiation with Lithium. CHO-M1 cells, IP1 TR-FRET (IP-One), carbachol + lithium. AID 1457, 2008. 0.35% of 210,000 active. Potency, µM (titrated, usually from 59.4 µM), for inactives: at the highest dose activity, negative = IMPase inhibition, hits mostly inhibitors;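 also: IP1 builds up when IMPase is blocked and the TR-FRET signal falls; potency is read from the fitted curve at half-maximal effect; plate controls were basal vehicle for no effect and high inhibitor control for full effect; nearly all actives have a fitted effect of over 50% in size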
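CHO cells stably expressing M1 receptor (2000/well) were cultured 16–30 h, then exposed to compounds with a small lithium addition for 30 min at 37C. IP1 was measured by TR-FRET competition; AC50 from Hill fits.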
HTT aggregate: qHTS Multiplex Assay to Identify Dual Action Probes in a Cell Model of Huntington: Aggregate Formation (GFP). PC12 HttQ103-GFP aggregates, Acumen cytometry, 40 h. Potency, µM (highest dose often 46.1 µM), for inactives: at the highest dose activity change, negative = inhibition, usual class: inhibitors. 1.1% of 220,000 active. AID 1688, 2009; also: potency is read from the fitted curve at half-maximal effect; % is scaled to controls: 0 for no effect and ±100 for the full control effect; nearly all actives have a fitted effect of over 60% in size
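PC12 cells with ecdysone-inducible HTT exon1 Q103-GFP, induced by 100 nM tebufenozide, given compounds in a concentration series. GFP aggregates (1–25 um, 6 SD above background) counted in lysates by laser-scanning cytometry, 488 nm excitation.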
Starred values were filed as active, the others as inactive; ? = inconclusive; · = no result given; [ ] = dose if it differs, or a comment. Unless noted, calls follow the shape of the dose curve; as a rule, active = well fitted curve in the direction sought with a large enough effect; inconclusive = small, poorly fitted or top-dose-only effect, or another doubt; inactive = no such curve, though single readings can be large; an effect the other way counts as inactive or inconclusive.

Every second line gives: HTT ATP protect, LMNA splice mod, Luc counter, CBFb-RUNX1 inh, SMN2 splice up, IMPase Li inh, HTT aggregate
> COc1ccc(NS(=O)(=O)c2cccc3cccnc23)cc1
  -20%[10 µM], 1%, 0%, -5%, 4%, 4%, 13µM*
> COc1ccc2[nH]c(=O)c(CN(C(=O)c3cccnc3)c3cc(C)ccc3C)cc2c1
  -9%[10 µM], ·, ·, 4%, ·, ·, -9%[9.22 µM]
> O=[N+]([O-])c1ccccc1/C=C\C=N\N1CCN(c2ccccc2)CC1
  -46%[inhibitor], ·, 2%, ·, -20%, 15%, ?
> COC(=O)c1ccc(NC(=O)c2cc(-c3ccccn3)nc3ccccc23)cc1
  -1%[10 µM], 21%[46 µM], 0%, 1%, -7%, 1%, 15%
> CCOc1cc(NC(=O)c2ccco2)c(OCC)cc1NC(=O)Cc1ccc(OC)c(OC)c1
  -20%[10 µM], -1%, 3%, -7%, -21%, 6%[38.3 µM], 13%[9.22 µM]
> O=C(Cc1ccc(Br)cc1)Nc1ccccc1Cl
  1%[10 µM], 12%, 0%, -1%, -5%, -1%, -17%
> CC(=O)c1sc(-c2ccccc2)cc1N
  -3%[10 µM], ?, ·, 4%, ·, ·, -3%[9.22 µM]
> CN(C)S(=O)(=O)c1ccc(Cl)c(NC(=O)CSc2nc3c(cc2C#N)C(=O)CC(C)(C)C3)c1
  ·, ?, 1%, -3%, -10%, 2%, ?
> CC(C)(O)c1nnn(-c2ccccc2)c1C(F)(F)F
  -23%[10 µM], 0%, -3%, 7%, -6%, 1%[38.3 µM], 7%
> CCCn1c(=O)[nH]c(=O)c2c1nc(-c1ccccc1)n2CCN1CCOCC1
  3%, -4%, 0%, 12%, -5%, 22%[38.3 µM], 15%
> O=S(=O)(NCC1CCCO1)c1ccc(S(=O)(=O)N(Cc2ccccn2)C2CC2)cc1 (configuration not stated)
  21%[10 µM], -11%, 0%, 25%, 10%, -4%, -12%
> CNC(=S)N1CCN(c2c(F)cc3c(=O)c(C(=O)O)cn(C4CC4)c3c2OC)CC1C (configuration not stated)
  4%, ?, 1%, 1%, 4%, -8%[38.3 µM], -1%[9.22 µM]
> Cc1ccc2cc(CN(CCN3CCCC3)C(=O)Nc3ccc(F)cc3)c(=O)[nH]c2c1C
  3%, -1%, 1%, 1%, 19%, 42%[activator][38.3 µM], 26%
> COc1cc(OC)cc(C(=O)OCC(=O)Nc2sccc2C(N)=O)c1
  13%[10 µM], -12%[46 µM], 3%, 7%, -15%, 21%, 10%
> N#CCCNC(=O)CCN1CCOCC1
  -29%[0.074 µM], 6%, ·, 11%, ·, ·, 1%
> COc1c2ccoc2c(OC)c2oc(=O)ccc12
  -19%[10 µM], -6%, 2%, 1%, 0%, -5%, 15%[9.22 µM]
> CS(=O)(=O)N(CC(=O)NCCC1=CCCCC1)c1ccc2c(c1)OCO2
  -10%[0.074 µM], -1%, -1%, 4%, -5%, 16%[38.3 µM], -13%
> CC(C)NC(=O)c1ccc(-c2ccc(Cl)c(C(F)(F)F)c2)o1
  8%[10 µM], 1%, -5%, -2%, -6%, -8%[38.3 µM], 12%
> CC1=NN(C(=O)COc2ccc(C)c(C)c2)C(O)(c2ccccc2)C1 (configuration not stated)
  -3%[10 µM], 5%, 3%, 8%, -4%, 12%, 16%
> Cc1nccn1CCC(=O)O
  -4%[10 µM], -4%, -2%, 1%, -3%, -1%[38.3 µM], 14%
> CC[C@@]1([C@@H]2O[C@@H]([C@H]3O[C@@](O)(CO)[C@H](C)C[C@@H]3C)C[C@@H]2C)CC[C@H]([C@]2(C)CC[C@]3(C[C@H](O)[C@@H](C)[C@@H]([C@@H](C)[C@@H](OC)C(C)C(=O)O)O3)O2)O1 (some centres not stated)
  -279%[inhibitor], ·, 1%[39.9 µM], -3%, ·, -13%, ·
> CCOc1cccc(OCCOCCN(C)C)c1
  -3%[10 µM], 10%, -2%, -5%, 1%, 1%, -15%
> CC(=O)N1N=C(N)SC1c1cccc([N+](=O)[O-])c1 (configuration not stated)
  ·, 0%, -2%, 5%, -12%, -5%, 4%
> O=C1CC(N2CCN(Cc3ccc4c(c3)OCO4)CC2)C(=O)N1Cc1ccc(N2CCCC2=O)cc1 (configuration not stated)
  15%, -4%[0.0737 µM], 4%, 3%, -15%, 1%[38.3 µM], 1%
> Cc1cc(C)n2nc(C)c(Br)c2n1
  -11%, -10%[46 µM], 2%, 16%, 7%, 1%, -2%
> Cc1cc(Cl)c(OCCOCCN2CCCC(C)C2)c(Br)c1 (configuration not stated)
  -69%[inhibitor], ·, 2%, 5%, ·, 18%, 13%
> COc1ccccc1N(CCC#N)C(=O)CSc1nc(-c2ccccc2)cn1N
  -6%, -5%, -1%, -1%, -10%, -3%[38.3 µM], -7%
> CC(C)C(=O)N1CCN(c2ccccc2NC(=O)Cc2ccc(Cl)cc2)CC1
  8%, ?, -3%, 1%, -27%, 14%[38.3 µM], -4%
> O=c1c2c(n3cnnc3n1-c1ccccc1)-c1ccccc1CC21CCCCC1
  -26%, 7%, -5%, 2%, -7%, -19%[38.3 µM], 12%
> COCCOC(=O)c1c(NC(=O)CN(C)c2ccccc2)sc(C(N)=O)c1C
  -13%, ·, 1%, -9%, 20%, ?, -12%
> COc1ccccc1C(=O)Nc1nnc(-c2ccco2)s1
  -71%[inhibitor], -5%, 2%, -13%, 11µM*, 10%[38.3 µM], -8%
> Nn1c(SCC(=O)N2CCOCC2)nnc1-c1ccc(Cl)cc1Cl
  -7%[10 µM], 3%, -3%, -2%, -1%, -6%[38.3 µM], 4%
> CC(C)(C)c1ccc(C(=O)Nc2ccc(C=C(C#N)C#N)cc2)cc1
  -22%[10 µM], -5%, 2%, 5%, ?, -3%, 16%
> O=P(O)(O)CCP(=O)(c1ccccc1)c1ccccc1
  -2%, 6%, -8%, -4%, 7%, -6%[38.3 µM], 12%
> O=C(COc1ccc([N+](=O)[O-])cc1)Nc1ccc(N2CCCC2)cc1
  ·, ?, -2%, -2%, 4%, -4%, 15%
> N#Cc1nc(COc2ccccc2)oc1N1CCC(Cc2ccccc2)CC1
  -1%, ?, ·, -17%, ·, ·, -13%
> Cc1ccc(S(=O)(=O)N(CC(=O)NCCSc2ccccn2)c2ccc(C)c(C)c2)cc1
  ·, ?, 16%, 0%, -4%, 4%, 9%
> Cc1ccc(C(=O)OCC(=O)Nc2nc(-c3ccccc3)cs2)cc1NC(=O)c1ccco1
  -8%, ·, -5%, -3%, -15%, 7%, -10%[9.22 µM]
> O=C(N/N=C/c1ccc([N+](=O)[O-])o1)c1cc(-c2cccc(Br)c2)nc2ccccc12
  -87%[inhibitor], 40%, -7%, -3%, -64%[inhibitor], 15%[38.3 µM], 6%[9.22 µM]
> CN1CCCc2cc3c(C(F)(F)F)cc(=O)oc3nc21
  -8%, 5%, 0%, 6%, 26%, 10µM*, 5%
> O=C(NC(=S)Nc1c(Cl)ccc2nsnc12)c1ccco1
  ·, ?, 0%, -16%, -5%, -6%, 1%
> Cc1ccc(/C=C2\SC(=S)N(Cc3ccccc3)C2=O)o1
  -11%, ?, -3%, ?, 12%, 4%[38.3 µM], 16%
> Cn1nnc2cc(C(=O)N3CCCCCC3)ccc21
  -33%[10 µM], -1%, 4%, -5%, ?, 2%, 6%
> CCOC(=O)c1cn2nc(Oc3cccc(C(F)(F)F)c3)ccc2n1
  -12%[10 µM], ·, ·, 1%, ·, ·, -9%[9.22 µM]
> Cc1ccnc(NC(=O)Nc2ccc(Br)cc2Cl)c1
  ·, ·, -3%, ?, 2.2µM*, 4%, -2%
> Cc1ccc(C(=O)NCC(=O)NCC(=O)OCC(=O)c2ccc(F)cc2)cc1
  ·, -6%, -3%, 0%, 20%, -13%, -4%
> CC(=O)Nc1ccc(NC(=O)CSc2ccc(-c3ccc4c(c3)OCO4)nn2)cc1
  6%[10 µM], 1%, -18%, -4%, ?, ?, -3%
> Cc1ccc(C(=O)CC2(O)C(=O)N(Cc3ccccc3Cl)c3ccccc32)o1 (configuration not stated)
  -33%, ?, -2%, -1%, ?, 9%[38.3 µM], 3.2µM*
> Cc1cc(C)cc(OCC(=O)O/N=C(\N)c2ccccn2)c1
  15%, -8%, -2%, 0%, 5%, 12%[38.3 µM], -2%
> CCc1cccc(NC(=O)CCCSc2nc3ccccc3[nH]2)c1
  ·, ?, 1%, 3%, -24%, 0%, 12%
> O=C(Nc1ccccc1)c1cn2ccccc2n1
  -46%[inhibitor][10 µM], -8%[46 µM], ·, 8%, ·, ·, 10%[9.22 µM]
> COc1ccc(NC(=O)c2cccs2)cc1O
  -55%[inhibitor], ?, ?, 2%, ?, 5%[38.3 µM], -8%
> O=S(N1CCc2ccccc21)C12CC3CC(CC(C3)C1)C2 (configuration not stated)
  -14%, ·, 2%, 7%, -24%, 2%, -22%
> Cc1cc(S(=O)(=O)Nc2ccc(F)cc2)c(C)s1
  -81%[inhibitor][10 µM], 3%, -4%, 5%, 12%, 25%[38.3 µM], ?
> CN1CCN(c2ncc3nc(-c4ccc(Cl)cc4)c(=O)n(Cc4cccs4)c3n2)CC1
  ?, 7%, ·, ·, ·, 29%, ·
> C=C(CO)C1Cc2c(ccc3c2OC2COc4cc(OC)c(OC)cc4C2C3=O)O1 (configuration not stated)
  -43%[inhibitor][1.9 µM], ·, 2%, 15%[21.7 µM], ·, 23%, ·
> Cc1nc(NC(=O)c2cc3c(C)nn(-c4ccccc4)c3s2)sc1C(=O)Nc1ccccc1
  -12%, -1%, -2%, 1%, 16%, 15%[38.3 µM], 16%

Compound profiles (already shown):
`Cc1ccc(C(=O)CC2(O)C(=O)N(Cc3ccccc3Cl)c3ccccc32)o1` (configuration not stated) reads HTT ATP protect = -33%; LMNA splice mod = ?; Luc counter = -2%; CBFb-RUNX1 inh = -1%; SMN2 splice up = ?; IMPase Li inh = 9%[38.3 µM]; HTT aggregate = 3.2µM*
`Cc1cc(C)cc(OCC(=O)O/N=C(\N)c2ccccn2)c1` reads HTT ATP protect = 15%; LMNA splice mod = -8%; Luc counter = -2%; CBFb-RUNX1 inh = 0%; SMN2 splice up = 5%; IMPase Li inh = 12%[38.3 µM]; HTT aggregate = -2%
